Screening data deposited in PubChem BioAssay by National Center for Advancing Translational Sciences (NCATS).
D3 antag: antagonists of human D3 dopamine receptor; max response, negative = inhibition, %; AID 652054; 360,000 compounds, 2.5% hits; D3R cells, DiscoveRx beta-arrestin luminescence, antagonist mode; stronger effect = lower value; P35462; in the data active = max response below about -50%; inconclusive = no clear call, values can overlap the other calls; note: % is set by controls: 0 for no effect and ±100 for the full control effect; mostly tested at two doses, the higher about 12 µM
Target sequence (P35462 whole entry, looked up): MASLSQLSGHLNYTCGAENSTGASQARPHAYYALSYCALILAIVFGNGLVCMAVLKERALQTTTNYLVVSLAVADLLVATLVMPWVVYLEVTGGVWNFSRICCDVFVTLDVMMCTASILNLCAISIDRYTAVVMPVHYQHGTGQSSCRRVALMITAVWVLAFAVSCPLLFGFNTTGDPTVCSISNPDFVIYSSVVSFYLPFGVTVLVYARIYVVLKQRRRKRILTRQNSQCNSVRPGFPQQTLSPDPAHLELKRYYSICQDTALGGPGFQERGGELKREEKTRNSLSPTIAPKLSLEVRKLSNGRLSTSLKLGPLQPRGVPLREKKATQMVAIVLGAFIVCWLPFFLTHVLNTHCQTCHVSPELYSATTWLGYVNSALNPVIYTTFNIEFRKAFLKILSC
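Cells expressing the human receptor were seeded at 1500 cells/well, incubated overnight at 37 degrees C in 5% CO2, then exposed to library compounds with dopamine controls for 90 minutes at 37 degrees C before luminescent detection.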
EPAC2 antagonist: EPAC2 (human) antagonism; 360,000 compounds, 0.18% hits; EPAC2 GEF exchange of Rap1B-BODIPY-GDP, fluorescence; Potency, µM (top dose mostly 114 µM), without a hit: at the highest dose activity, negative = inhibition, usual class: inhibitors; AID 720708; note: potency is the fitted concentration of half-maximal effect; % is set by controls: 0 for no effect and ±100 for the full control effect; nearly all actives have a fitted effect of over 45% in size; many of its hits are not listed in these tables
Akt phos inh: Akt phosphorylation inhibition | Neuro2A IGF-stimulated pAkt S473 HTRF, 20 min; stronger effect = lower value | activity change, % for hits at 50 µM | 360,000 compounds, 0.32% hits | AID 651550; in the data active = activity change below about -80%; inconclusive = mostly about -51% to -80%; note: % is set by controls: 0 for no effect and ±100 for the full control effect
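Single-point screen (50 µM final compound) in Neuro2A cells stimulated 20 min with 6 nM IGF at 37 deg C. After lysis, Ser473-phosphorylated Akt read by HTRF (ex 330 nm, em 615/665 nm) as the 665/615 ratio.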
Mm-Cpn inhibitor: inhibitors of Methanococcus maripaludis chaperonin (MmCpn) | 330,000 compounds, 0.031% hits | Potency, µM (titrated, usually from 76.9 µM), without a hit: at the top dose activity, negative = inhibition, actives largely listed as inhibitors | purified Mm-Cpn ATPase, ADP Transcreener TR-FRET | AID 504842; note: potency is the fitted concentration of half-maximal effect; % is set by controls: 0 for no effect and ±100 for the full control effect; nearly all actives have a fitted effect of over 80% in size
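Purified archaeal chaperonin (25 nM final) was preincubated with compound for 10 min at 37°C, then ATP (10 uM final) was added for 30 min at 37°C in Tris pH 7.4/KCl/MgCl2/DTT buffer. ADP was quantified by HTRF Transcreener TR-FRET.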
PTHR1 agonist: agonists of human PTHR1 parathyroid hormone receptor; Q03431; HEK293 GP2 PTHR1 cells, GloSensor cAMP luminescence, 1 h; Potency, µM (top dose mostly 115 µM), without a hit: at the top dose activation, hits mostly activators; 410,000 compounds, 0.075% hits; note: potency is the fitted concentration of half-maximal effect; nearly all actives have a fitted effect of over 55% in size; some results filed as inactive show a strong effect at the top dose; inactives centre near -15; many of its hits are not listed in these tables
Target sequence (Q03431 whole entry, looked up): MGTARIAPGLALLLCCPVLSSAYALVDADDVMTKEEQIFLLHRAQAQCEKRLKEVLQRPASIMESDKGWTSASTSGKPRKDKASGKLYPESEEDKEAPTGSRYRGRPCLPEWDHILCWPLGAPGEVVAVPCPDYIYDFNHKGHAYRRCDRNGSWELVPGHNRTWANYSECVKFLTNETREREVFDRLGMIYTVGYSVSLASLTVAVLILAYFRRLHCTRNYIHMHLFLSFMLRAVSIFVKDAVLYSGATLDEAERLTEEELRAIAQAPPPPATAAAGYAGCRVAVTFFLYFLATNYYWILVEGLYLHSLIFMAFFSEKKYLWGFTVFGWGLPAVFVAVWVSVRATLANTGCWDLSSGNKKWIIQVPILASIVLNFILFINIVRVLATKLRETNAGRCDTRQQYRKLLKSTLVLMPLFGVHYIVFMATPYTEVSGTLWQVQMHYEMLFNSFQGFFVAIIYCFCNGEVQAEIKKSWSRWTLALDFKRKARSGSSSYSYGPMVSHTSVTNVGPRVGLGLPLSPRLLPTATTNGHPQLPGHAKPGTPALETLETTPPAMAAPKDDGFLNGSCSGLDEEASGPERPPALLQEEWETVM
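HEK-293-derived GP2 cells expressing PTHR1 and a GloSensor cAMP reporter, 3,000/well, plated overnight, given luciferin plus IBMX (each 0.5 mM as added) for 1 h at 37 °C, then compound for 1 h at 37 °C. Luminescence was read after 15 min at room temperature.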
D3 ag: activates the human D3 dopamine receptor. P35462. 410,000 compounds, 0.58% hits. D3R DiscoveRx beta-arrestin cells, luminescence, 90 min. max activation, %; in the data active = max activation above about 30%; note: 0% is about no effect; mostly tested at two doses, the higher about 12 µM
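Cells at 1500/well, incubated overnight, then treated with pinned compounds (dopamine as control) for 90 min at 37 degrees C. DiscoveRx reagent added for 30 - 60 minutes at room temperature; luminescence read.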
CCT chaperon mod: cytosolic chaperonin activity modulation. activity change, % (concentration not given with the values), hits read low. 360,000 compounds, 0.3% hits. purified chaperonin ATPase assay, HTRF ADP detection, 30 min. AID 651819; in the data active = activity change below about -30%; note: % is set by controls: 0 for no effect and ±100 for the full control effect
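We incubate TRiC, 40 or 20 nM final, with library compounds at 76 uM and 10 uM ATP for 30 min at 37 °C. ADP formed is detected with Transcreener HTRF reagents after 30 min at room temperature.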
EPAC2 agonist: activates human EPAC2 exchange factor; Q8WZA2; EPAC2 activation, biochemical qHTS; response scale: 100% = 6.5 mM cAMP response; Potency, µM (titrated, usually from 154 µM), without a hit: top-dose activation, most hits filed as activators; 360,000 compounds, 0.079% hits; AID 720711; note: potency is the fitted concentration of half-maximal effect; nearly all actives have a fitted effect of over 50% in size
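In this primary screen, activation is scored as increased exchange of BODIPY-GDP from Rap1B by 100 nM EPAC2, with 50 uM GDP as competitor. Signal is normalized to the 6.5 mM cAMP agonist control.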
* = called active by the depositor; i = inactive; u = inconclusive; x = not tested or not shown; & = joins results of further samples; [ ] = remark or other dose. Unless noted, calls come from the whole dose curve; as a rule, active = well fitted curve in the direction sought with a large enough effect; inconclusive = small, poorly fitted or top-dose-only effect, or another doubt; inactive = no such curve, though single readings can be large; an effect the other way counts as inactive or inconclusive.

The line under a structure holds: D3 antag	EPAC2 antagonist	Akt phos inh	Mm-Cpn inhibitor	PTHR1 agonist	D3 ag	CCT chaperon mod	EPAC2 agonist
CCOc1ccccc1NC(=S)Nc1ccccc1F
    0	-4%	x	-1%	i	5	0.1	-83%[inhibitor][15.6 µM]
CCCCCCN=C(C)c1ccccc1O
    -7	11%	i	1%	i	5	-1.8	7%
Cc1nc2c(sc3nc4c(cc32)COC(C)(C)C4)c(=O)o1
    15	-5%	i	-3%	i	-12	-0.1	6%
CCC(Sc1nncn1C)C(=O)Nc1ccccc1OC (stereo not drawn)
    -19	-1%	i	0%	9%[57.5 µM]	3	3.1	3%
COc1ccc(NC(=O)CN2C(=O)C(C)Oc3ccc(C)cc32)cc1 (stereo not drawn)
    -12	-3%	i	0%	i	-1	-7.0	10%
O=C(CN1CCOCC1)NCCc1ccccc1
    8	-1%	i	0%	-30%	4	-0.5	5%
O=C(Nc1ccccc1)c1ccc(=O)n(Cc2ccc(F)c(F)c2)c1
    4	-2%	i	1%	-8%	-1	0.5	10%
C=CCN(c1ccccc1)S(=O)(=O)c1cccc(C(=O)Nc2cccc(C)n2)c1
    -21	-20%	i	-1%	-50%[inhibitor]	-8	-2.9	15%
CCCCN(C(=O)c1cccc(S(=O)(=O)N(C)c2ccc(C)cc2)c1)c1c(N)n(CCCC)c(=O)[nH]c1=O
    8	12%	i	3%	i	1	1.3	-5%
COC(=O)C1=C(C)NC2=C(C1c1ccc(O)cc1)S(=O)(=O)c1ccccc12 (stereo not drawn)
    2	16%	i	-3%	i	-11	2.7	7%
O=C(Nc1cc2c(cc1Br)OCCCO2)c1ccccc1
    0	-7%	i	1%	-5%	0	-0.5	12%
COCc1cc(C)nc(Nc2ccc(C)c(C)c2)c1C#N
    8	6%	i	-7%	i	10	0.9	4%
Cc1ccc(N2C(=O)c3n[nH]c(C)c3C2c2ccccn2)cc1 (stereo not drawn)
    9	0%	i	0%	i	-2	-3.4	-3%
COc1cccc(-c2ccc3ncnc(NCc4cccs4)c3c2)c1
    x	7%	x	-1%&0%	-1%	x	x	11%
Cc1ccccc1OC(=O)c1cccc(S(=O)(=O)N2CCN(C)CC2)c1
    10	-21%	i	-1%	-41%[inhibitor]	0	1.9	7%
Cn1c(N)c(C(=O)CNC2CCCCC2)c(=O)n(C)c1=O
    -24	14%	i	x	-23%	-2	-2.1	4%
COc1ccc(S(=O)(=O)N2CCOCC2)cc1NC(=O)Cc1ccc(F)cc1
    -9	-4%	i	x	-20%	-6	0.1	-7%
CCCCCCN1C(=O)C(O)=C(C(C)=O)C1c1ccccc1[N+](=O)[O-] (stereo not drawn)
    3	-28%	i	1%	-19%	6	-0.8	-8%
CCN1C(=O)C(=O)N(CC(=O)N2CCN(c3ccccc3)CC2)C1=O
    11	0%	i	2%	-2%	-1	-2.5	-4%
Cc1ccc(C2(C)CC(C)(C)N(C(=O)CSc3nnc(C)s3)c3ccccc32)cc1 (stereo not drawn)
    23	-4%	i	1%	-33%	7	-1.1	16%
CCOC(=O)C1=C(C)NC2=C(C(=O)CC(C)(C)C2)C1c1ccc(N(C)C)cc1 (stereo not drawn)
    -1	-3%	i	0%	i	3	-1.3	14%
Cn1c(CNC2CCCCC2)nc2ccccc21
    -18	2%	i	-2%	i	-14	-4.3	6%
O=C1CC(Sc2nnnn2C2CCCCC2)C(=O)N1c1ccccc1 (stereo not drawn)
    -21	-4%	i	1%	-37%[inhibitor]	3	-2.2	1%
CCOC(=O)N1CCN(c2cc(=O)n(-c3ccccc3Cl)c(=O)[nH]2)CC1
    -11	5%	i	-1%	-13%	1	-20	0%
CC1(C(=O)NS(=O)(=O)c2cccc(F)c2)CCN1C(=O)c1cccc2ccccc12 (stereo not drawn)
    -11	-8%	i	x	i	2	-0.5	6%
CCN(Cc1ccccc1)C(=O)CCS(=O)(=O)c1cc2c(cc1Cl)NC(=O)CO2
    -28	16%	i	0%	-21%&-5%	-8&-19	-0.1	3%
O=C(CSc1ncnc2c1cnn2-c1ccccc1)NC1CCS(=O)(=O)C1 (stereo not drawn)
    32	14%	i	0%	-72%[inhibitor]	-3	1.0	6%
CCCCN(C(=O)COc1ccc(F)cc1)c1c(N)n(CC(C)C)c(=O)[nH]c1=O
    24	13%	i	x	-20%	2	-0.7	-7%
Cc1ccc2nc(N(CCCN(C)C)C(=O)c3sc4ccccc4c3Cl)sc2c1
    -14	2%	i	-12%	-33%[inhibitor]	-8	0.8	8%
Cc1cc(OC(C)C)nc(-c2ccccc2O)n1
    -3	-5%[57.1 µM]	i	-1%	2%[57.5 µM]	-3	-0.8	9%
Cc1cccc(NC(=S)NCC(c2cccnc2)N(C)C)c1C (stereo not drawn)
    12	-1%	i	3%	-21%	5	1.0	-6%
Cc1ccc(NC(=O)CCN2C(=O)c3ccccc3C2=O)c(C)c1
    18	11%	i	0%	-17%	6	-12	12%
COc1ccc(-c2nnc(SCC(=O)c3ccc[nH]3)n2-c2ccccc2)cc1
    0	17%	i	-9%	i	4	1.6	-9%
CNC(=S)N/N=C(\C)c1cccc(C(F)(F)F)c1
    -18	-8%	i	1%	i	-8	-1.8	2%
CCOc1ccc(/C=C/C2=CC(C)(C)NC(=S)N2)cc1
    -23	0%	i	2%	-11%	-13	-3.6	5%
Cc1ccc(C2=NN(CC(=O)NCc3ccccn3)C(=O)CC2)cc1
    10	-5%	i	0%	i	1	-5.0	13%
O=S(=O)(c1cccc(-c2nc3ccccc3s2)c1)N1CCOCC1
    13	-2%	i	0%	i	3	-2.0	11%
C/C(=N/NS(=O)(=O)c1ccc(C)cc1C)c1ccc2c(c1)OCO2
    -25	-4%	i	1%	i	4	0.0	11%
Cc1ccc(-c2c(C)n([O-])c3c([n+]2=O)CCCC3)o1
    0	8%	i	3%	i	2	-0.9	6%
CC(C)N1CCN(Cc2cn[nH]c2C2CCCCC2)CC1CCO (stereo not drawn)
    7	5%	i	1%	i	2	-1.5	11%
O=C(O)c1cnn2c(C(F)F)cc(C(F)F)nc12
    14	5%	i	1%	i	-1	-2.1	8%
Cc1ccc(S(=O)(=O)NCC2(c3ccccc3)CCN(C)CC2)cc1
    -2	-8%	i	1%	u	-3	-0.8	6%
CCOC(=O)CCc1c(C)nc2cc(-c3ccccc3OC)[nH]n2c1=O
    -14	-2%	i	1%	-25%	5	0.1	-3%
O=C(CN1CCN(c2ccc(O)cc2)CC1)Nc1cc(S(=O)(=O)N2CCCCC2)ccc1Cl
    11	9%	i	1%	-2%	29	-0.3	-4%
CCOC(=O)CSc1nc2c(sc(=S)n2-c2ccccc2OC)c(=O)n1-c1ccccc1OC
    3	0%	i	-6%	i	2	-0.7	-6%
Cc1cccc(OCC(=O)Nc2ccc3oc(=O)ccc3c2)c1C
    -3	1%	i	2%	i	3	1.4	u
O=C1OC2(c3ccccc3)C3CCCC2C13
    -23	2%	i	0%	i	-1	-1.0	-6%
O=C(NCCN=C1NS(=O)(=O)c2ccccc21)c1ccco1
    1	0%	i	-1%	i	1	0.0	12%
OCC(O)C(O)C(O)c1cnn(-c2ccccc2)n1 (stereo not drawn)
    9	3%	i	x	-25%	12	-2.3	1%
CCOC(=O)CN1CC23C=CC(O2)C(C(=O)NCCc2ccccc2)C3C1=O (stereo not drawn)
    -20	22%	i	1%	-1%	-6	-1.8	9%
Cc1ccc(NC(=S)NN(C)c2nc(C)cnc2C)cc1
    3	-1%	i	-1%	-20%	4	-2.7	14%
O=[N+]([O-])c1cccc(C2NCC(c3ccccc3Cl)c3c2[nH]c2ccccc32)c1 (stereo not drawn)
    -64*	-4%	i	1%	-13%	-12	-4.4	18%
O=C(NC1CCCCC1)N1CCc2ccccc2C1
    u	-1%	i	2%	-18%	-8	0.2	11%
CC(=O)Nc1cccc(OCc2ccc(S(=O)(=O)Cc3ccccc3)cc2)c1
    4	-5%	i	0%	-16%	-2	-1.2	6%
CC(C)(C)OC(=O)N1CCC(C(=O)O)CC1
    7	-2%	i	2%	i	-1	-0.7	2%
COC(=O)c1sc(N)c(C(=O)OC)c1COC(=O)c1c(C)noc1C
    -69*	1%	i	0%	-38%[inhibitor][57.5 µM]	-64	-2.6	10%
Nc1nnc(SCc2ccc3c(c2)OCO3)s1
    -1	0%	i	x	-10%[57.5 µM]	-2	-0.5	10%

Some of the entries so far, with each value named:
CC(=O)Nc1cccc(OCc2ccc(S(=O)(=O)Cc3ccccc3)cc2)c1
  D3 antag: 4	EPAC2 antagonist: -5%	Akt phos inh: i	Mm-Cpn inhibitor: 0%	PTHR1 agonist: -16%	D3 ag: -2	CCT chaperon mod: -1.2	EPAC2 agonist: 6%

CC(C)(C)OC(=O)N1CCC(C(=O)O)CC1
  D3 antag: 7	EPAC2 antagonist: -2%	Akt phos inh: i	Mm-Cpn inhibitor: 2%	PTHR1 agonist: i	D3 ag: -1	CCT chaperon mod: -0.7	EPAC2 agonist: 2%

COC(=O)c1sc(N)c(C(=O)OC)c1COC(=O)c1c(C)noc1C
  D3 antag: -69*	EPAC2 antagonist: 1%	Akt phos inh: i	Mm-Cpn inhibitor: 0%	PTHR1 agonist: -38%[inhibitor][57.5 µM]	D3 ag: -64	CCT chaperon mod: -2.6	EPAC2 agonist: 10%

Nc1nnc(SCc2ccc3c(c2)OCO3)s1
  D3 antag: -1	EPAC2 antagonist: 0%	Akt phos inh: i	Mm-Cpn inhibitor: x	PTHR1 agonist: -10%[57.5 µM]	D3 ag: -2	CCT chaperon mod: -0.5	EPAC2 agonist: 10%

An excerpt (hit frequency here may not be typical).
